ALDH1A1 block: qHTS Assay for Inhibitors of Aldehyde Dehydrogenase 1 (ALDH1A1) | Purified ALDH1A1, NADH fluorescence, propionaldehyde substrate | AID 1030, 2008 | Potency, µM (titrated, usually from 75.3 µM), for inactives: top-dose activity, negative = inhibition, actives largely listed as inhibitors | Aldehyde dehydrogenase 1A1 (Homo sapiens), P00352 | 220,000 tested, 7.3% active; active = well fitted inhibition curve with a large enough effect, not every such curve was filed as active; inconclusive = small, poorly fitted or top-dose-only effect, or another doubt; inactive = no such curve, though single readings can be large or run the other way;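 also: plate controls were no enzyme wells and a reference inhibitor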
Tau fibril ThT: qHTS for Inhibitors of Tau Fibril Formation, Thioflavin T Binding; Microtubule-associated protein tau (Homo sapiens), P10636; recombinant tau K18 P301L (four-repeat tau fragment), heparin-induced fibrillization, ThT fluorescence; Potency, µM (highest dose often 57.4 µM), for the others: top-dose activity, negative = inhibition, usual class: inhibitors; 270,000 tested, 2.1% active; also: % is scaled to controls: 0 for no effect and ±100 for the full control effect; nearly all actives have a fitted effect of over 55% in size
Target sequence (P10636 561-689 P618L limits assumed): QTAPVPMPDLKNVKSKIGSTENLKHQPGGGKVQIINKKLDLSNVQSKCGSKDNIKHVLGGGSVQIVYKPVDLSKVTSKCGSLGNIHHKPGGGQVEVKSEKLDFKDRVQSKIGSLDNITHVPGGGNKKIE
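K18 P301L tau (15 uM + 0.24 uM Alexa 594-tagged), heparin 20 uM, NaOAc pH 7, 6 h 37 C; ThT 30 uM, 1 h RT, ex 450/em 510 nm.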
SMN2 splice enh: qHTS Assay for Enhancers of SMN2 Splice Variant Expression | Potency, µM (top dose mostly 46.1 µM), without a hit: at the top dose activity change, positive = activation, hits mostly activators | HEK293 SMN2-luciferase splicing reporter, luminescence, 30-36 h | 210,000 tested, 2.8% active; also: % of control where 0% means no effect; nearly all actives have a fitted effect of over 55% in size
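HEK293 cells carry an SMN2 minigene-luciferase reporter in which exon 7 inclusion puts luciferase in frame. Cells were seeded at 2000 cells/well, attached for 10-12 hours, then exposed to compounds for 30-36 hours at 37C before ONE-Glo luminescence.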
Lamin A splicing: qHTS Assay for Modulators of Lamin A Splicing. Potency, µM (highest dose often 46.1 µM), inactives show at the top dose ratio change, negative = inhibition, actives largely listed as inhibitors. HeLa LMNA splicing GFP/RFP minigene ratio, 48 h. AID 1487, 2009. 200,000 tested, 0.01% active; active = well fitted inhibition curve with a large enough effect in the signal ratio, with a control signal flat, not every such curve was filed as active; inconclusive = small, poorly fitted or top-dose-only effect, or effect the other way, or a change in a side signal; the % refers to the signal ratio; also: % is scaled to controls: 0 for no effect and ±100 for the full control effect
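Read-out is the ratio of GFP to DsRed2 object intensity, acquired by 488 nm laser-scanning cytometry on HeLa lamin A-EGFP minigene reporter cells. Compound incubation 48 hrs at 37 °C in Opti-MEM with 2% FBS; DMSO 0.5% final.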
KinaseGlo FLuc: Counterscreen for Luciferase (Kinase-Glo TM) Inhibition | Luciferin 4-monooxygenase (Photuris pensylvanica), Q27757 | Kinase-Glo luciferase, ATP luminescence, 8 min | Potency, µM (top dose mostly 38.3 µM), for inactives: top-dose activity change, negative = inhibition, actives largely listed as inhibitors | 200,000 tested, 0.28% active; also: % is scaled to controls: 0 for no effect and ±100 for the full control effect; nearly all actives have a fitted effect of over 60% in size
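Luminescence was the read-out, taken after 8-minute incubation at ambient temperature. Luciferase turned over luciferin with 10 uM ATP in imidazole pH 7.2 buffer containing KCl, MgCl2, Tween 20 and BSA.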
RECQ1 inh: qHTS Assay for Inhibitors of RecQ-Like Dna Helicase 1 (RECQ1); 240,000 tested, 0.54% active; Potency, µM (doses to about 57.3 µM), for inactives: at the top dose activity, negative = inhibition, hits mostly inhibitors; RECQ1 DNA unwinding, red fluorescence kinetic read;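 also: plate controls were vehicle for no effect and no enzyme for full effect; nearly all actives have a fitted effect of over 30% in size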
Target sequence (P46063 whole entry, looked up): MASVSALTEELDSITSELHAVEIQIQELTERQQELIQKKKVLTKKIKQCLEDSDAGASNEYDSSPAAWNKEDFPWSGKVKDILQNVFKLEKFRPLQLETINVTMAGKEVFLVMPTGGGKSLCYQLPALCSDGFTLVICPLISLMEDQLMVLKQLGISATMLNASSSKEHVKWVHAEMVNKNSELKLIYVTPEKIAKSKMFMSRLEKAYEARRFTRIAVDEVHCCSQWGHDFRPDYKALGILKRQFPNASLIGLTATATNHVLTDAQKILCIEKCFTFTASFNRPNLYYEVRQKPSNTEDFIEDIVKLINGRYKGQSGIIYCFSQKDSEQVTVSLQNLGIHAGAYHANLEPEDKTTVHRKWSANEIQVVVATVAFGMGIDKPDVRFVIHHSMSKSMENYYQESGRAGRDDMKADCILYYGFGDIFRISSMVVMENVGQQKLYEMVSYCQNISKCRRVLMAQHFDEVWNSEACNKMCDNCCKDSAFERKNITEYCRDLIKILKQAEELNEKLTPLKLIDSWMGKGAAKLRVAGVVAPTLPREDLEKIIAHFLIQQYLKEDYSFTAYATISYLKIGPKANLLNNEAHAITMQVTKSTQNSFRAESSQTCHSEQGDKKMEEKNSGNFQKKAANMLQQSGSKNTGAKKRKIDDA
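RECQ1T1 50 nM; forked duplex (20 bp + 30-nt ss tails) 200 nM, ATP 2 mM final; pH 8.0, 2 mM MgCl2, 2.5 ug/ml poly(dI-dC); 15 min compound preincubation; discontinuous kinetic read over 2 h at RT.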
L3MBTL1 inh: qHTS Assay for the Inhibitors of L3MBTL1; Lethal(3)malignant brain tumor-like protein 1 (Homo sapiens), Q9Y468; AlphaScreen L3MBTL1–H3K9me1 peptide binding; 230,000 tested, 0.66% active; Potency, µM (top dose mostly 57.1 µM), for the others: at the highest dose activity, negative = inhibition, usual class: inhibitors; also: % is scaled to controls: 0 for no effect and ±100 for the full control effect; nearly all actives have a fitted effect of over 60% in size
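Read-out is AlphaScreen signal from streptavidin donor and nickel chelate acceptor beads (10 ug/mL final each) bridging L3MBTL1 (50 nM) and biotinylated K9-monomethylated H3(1-15) peptide (75 nM), after 30 min compound exposure at room temperature.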
KDM4E inh: qHTS Assay for Inhibitors of Human Jumonji Domain Containing 2E (JMJD2E). AID 2147, 2009. JMJD2E catalytic domain, FDH-coupled NADH fluorescence (FDH is formaldehyde dehydrogenase). Lysine-specific demethylase 4E (Homo sapiens), B2RXH2. 230,000 tested, 1.6% active. Potency, µM (top dose mostly 57.1 µM), for inactives: at the top dose activity change, negative = inhibition, hits mostly inhibitors; active = well fitted inhibition curve with a large enough effect, not every such curve was filed as active; inconclusive = small, poorly fitted or top-dose-only effect, or another doubt; inactive = no such curve, though single readings can be large or run the other way;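 also: 0% = wells with enzyme and -100% = buffer wells without enzyme; nearly all actives have a fitted effect of over 50% in size; many of its hits are not listed in these tables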
* hit, by the source's call; i = inactive; ? = inconclusive; · = no result given; & = joins results of further samples; [ ] = remark or other dose. Unless noted, calls follow the shape of the dose curve; as a rule, active = well fitted curve in the direction sought with a large enough effect; inconclusive = small, poorly fitted or top-dose-only effect, or another doubt; inactive = no such curve, though single readings can be large; an effect the other way counts as inactive or inconclusive. Potency is read from the fitted curve at half-maximal effect. Some of the compounds tested. The share of hits here may be higher or lower than overall.

SMILES | ALDH1A1 block | Tau fibril ThT | SMN2 splice enh | Lamin A splicing | KinaseGlo FLuc | RECQ1 inh | L3MBTL1 inh | KDM4E inh
COc1cccc2cc(C(=O)N3CCCCC3C)c(=O)oc12 (configuration not stated) | -3% | 0% | -2% | -13% | -1% | -2% | -2% | ?
Cc1cc(C)c2c(NC(N)=S)n[nH]c2n1 | 7% | -7% | -3% | · | 7% | -2% | · | -6%
Cn1c(CN2CCCCC2)nc2cc(NC(=O)c3cccs3)ccc21 | -14% | -3% | -40%[inhibitor] | 1% | -3% | 0% | -3% | 2%
CC(C)n1c(SCC(=O)NCc2ccco2)nc2c1c(=O)n(C)c(=O)n2C | -4% | -15% | · | 9% | -4% | i | · | 1%
O=C(Nc1cccc(Cl)c1)Nc1nnc(CSCCOc2ccc(Cl)cc2)s1 | 0% | -2% | · | ? | -1% | -1% | -1% | 7%
COc1ccc(NC(=O)COc2ccc(-c3nn(C)c(=O)c4ccccc34)cc2)cc1 | 16% | -15%&-6% | 4% | · | -3% | 1% | -1% | ?
COc1c(Cl)ccc(Cl)c1C(=O)NCc1ccco1 | 5% | 0% | -9% | 3%[9.22 µM] | 1% | -2% | -13% | -8%
Cc1nn(Cc2ccc(C(=O)Nc3nccs3)cc2)c(C)c1Cl | 8% | 1% | -28% | ? | -3% | -8% | 1% | -7%
COc1cnn(-c2ccc(Br)cc2)c(=O)c1SCc1ccccc1 | ? | -16% | ? | ? | 2% | 2% | 16% | -4%
CCOC(=O)c1cnn2c(C)cc(-c3ccc(F)cc3)nc12 | ? | -11% | 11µM* | -5% | 15% | -11% | 8% | ?

Sorted by value in ALDH1A1 block (ascending): 3 from the list above.
SMILES	ALDH1A1 block	Tau fibril ThT	Lamin A splicing	RECQ1 inh	KDM4E inh
Cn1c(CN2CCCCC2)nc2cc(NC(=O)c3cccs3)ccc21	-14%	-3%	1%	0%	2%
COc1cccc2cc(C(=O)N3CCCCC3C)c(=O)oc12 (configuration not stated)	-3%	0%	-13%	-2%	?
COc1ccc(NC(=O)COc2ccc(-c3nn(C)c(=O)c4ccccc34)cc2)cc1	16%	-15%&-6%	·	1%	?

Continued:
SMILES | ALDH1A1 block | Tau fibril ThT | SMN2 splice enh | Lamin A splicing | KinaseGlo FLuc | RECQ1 inh | L3MBTL1 inh | KDM4E inh
O=C(NCCCN1CCN(CCCNC(=O)c2ccc3c(c2)OCO3)CC1)c1ccc2c(c1)OCO2 | ? | 1% | ? | 13% | -6% | 3% | -17% | -25%
O=C(NNC(=S)NCc1ccco1)c1ccc(Cl)s1 | -12% | -8% | -14% | -2% | 2% | i | 0% | 1%
O/N=C(\c1ccc2c(c1)OCCO2)C1CCCCC1 | 12% | -6% | -18% | ? | -1% | i | -1% | -2%
Clc1ccc(CN2CCCCCCC2)cc1Cl | -9% | -16% | ? | -2% | 3% | -1% | 14% | -28%
O=C(Nc1ccc2oc(-c3cccnc3)nc2c1)c1ccc2c(c1)OCCO2 | ? | ? | · | · | -5% | i | -2% | 4%
O=S(=O)(NCC1CCCO1)c1ccc(-c2ccc(Cl)cc2)cc1 (configuration not stated) | ? | 0% | -62%[inhibitor] | · | -3% | -7% | -12% | 0%
CCc1ccc(NC(=O)/C(C#N)=C\c2ccc(OC)c(C(=O)O)c2)cc1 | -8% | -3% | · | 13%[46 µM] | 1% | i | 1% | 0%
O=C(COC(=O)/C=C/c1ccc(Cl)cc1)NCCc1ccccc1 | 2% | 5% | 13% | 1% | -28% | 8% | 1% | -12%
CCOC(=O)C1=C[C@@]2(CC)CCCN3CCc4c(n1c1ccccc41)C32 (some centres not stated) | 8% | 3% | 5% | · | -5% | -9% | · | 0%
Cc1no[n+]([O-])c1COc1cccc(/C=C2\N=C(c3ccccc3)OC2=O)c1 | -23% | -9% | 2% | ? | -1% | -3% | -7% | 8%
CCOC(=O)C1=C(C)Nc2ccccc2N=C1N | 5% | 0% | 5% | ? | 0% | i | -2%[11.4 µM] | 5%
CC(C)n1c(=S)[nH]c2ccccc2c1=O | ? | 3% | -12% | 19% | -5% | -4% | 47%[activator] | -6%
Cc1nc(C(F)(F)F)c(C(=O)N=CN(C)C)s1 | 2% | -4% | -2% | 0%[46 µM] | 0% | i | 11% | -7%
O=c1[nH]c(-c2cccs2)nc2ccccc12 | -3% | -7% | 22% | 9% | 0% | -5% | · | ?
CN1CCN(CCC(=O)N2c3ccccc3Sc3ccc(Cl)cc32)CC1 | ? | ? | -12% | ? | -8% | -6% | -13% | -9%
C=CCn1c(SCC(=O)c2cc(C)n(CC3CCCO3)c2C)nnc1-c1ccccc1 (configuration not stated) | 4% | -11% | -30% | 11% | -2% | -3% | -7% | 11%
O=C1c2ccccc2C(Cc2ccncc2)(Cc2ccncc2)c2ccccc21 | -1% | -8% | · | · | 5% | -9% | · | -9%
CCC(=O)Nc1ccc(/C=C(\C(C)=O)C(=O)c2ccccc2)cc1 | · | -20% | · | · | · | -3% | -3% | -5%
COc1ccccc1NC(=O)Cn1cnc2c1c(=O)n(C)c(=O)n2C | -3% | -3% | -14% | 14% | -3% | 4% | 7% | -7%
Cc1ccc2c(c1)C1CN(C)CCC1N2C(=S)Nc1ccc(Cl)cc1Cl (configuration not stated) | -11% | -1% | -59%[inhibitor] | -29%[46 µM] | 1% | -6% | -10% | -1%

Single records (already shown). Order of values: ALDH1A1 block, Tau fibril ThT, SMN2 splice enh, Lamin A splicing, KinaseGlo FLuc, RECQ1 inh, L3MBTL1 inh, KDM4E inh
Cc1ccc2c(c1)C1CN(C)CCC1N2C(=S)Nc1ccc(Cl)cc1Cl (configuration not stated) as listed: -11%, -1%, -59%[inhibitor], -29%[46 µM], 1%, -6%, -10%, -1%
CN1CCN(CCC(=O)N2c3ccccc3Sc3ccc(Cl)cc32)CC1 as listed: ?, ?, -12%, ?, -8%, -6%, -13%, -9%

New compounds follow:
SMILES | ALDH1A1 block | Tau fibril ThT | SMN2 splice enh | Lamin A splicing | KinaseGlo FLuc | RECQ1 inh | L3MBTL1 inh | KDM4E inh
CCn1c(CC(=O)Nc2ccc(Cl)c(Cl)c2)nnc1SCc1ccc(Cl)cc1 | 1% | 6% | -18% | -10% | -1% | i | 0% | -4%
Cc1cc(C)cc(NC(=S)NCC2CCN(C(C)c3ccccc3)C2)c1 (configuration not stated) | 5% | -13% | · | · | · | -21% | · | 3%
N#Cc1c(C#N)c(O)c2ccccc2c1O | ? | 14µM* | · | -8%[46 µM] | · | 28% | 3% | ?
COCc1cc(C)nc(N2CCCCC2)c1C#N | -11% | 7% | · | 2% | -2% | 5% | -4% | 1%
C=C(C)C(=O)c1ccc(F)cc1 | 0% | -3% | 1% | · | -1% | i | · | -6%
COC(=O)[C@H]1O[C@@H](c2cc(OC)c(C)c(OC)c2O)[C@H](C)[C@@H](O)[C@H]1C | 14% | -3% | -5% | · | 1% | -6% | · | -6%
CCCCOC(=O)c1ccc(NC(=O)C(CCS(C)(=O)=O)NC(C)=O)cc1 (configuration not stated) | ? | 4% | ? | 4% | 4% | 1% | -15% | -4%
CCN(CC)S(=O)(=O)c1cccc(-c2nnc(C(=O)c3ccc(C(F)(F)F)cc3)o2)c1 | -6% | -4% | -35%[inhibitor] | -2% | -6% | -3% | -10% | 2%
O=C(Nc1nccs1)C12CC3CC(C1)CC(C(=O)Nc1nccs1)(C3)C2 | -17% | -1% | -20% | -18% | -6% | -3% | 22% | -2%
COc1ccc(CCNc2oc(-c3ccc(OC)c(OC)c3)nc2C#N)cc1 | ? | ? | · | ? | · | -5% | -15% | ?
CCOC(=O)Cn1nc(C)c(NC(=O)COc2ccc([N+](=O)[O-])cc2)c1C | 3% | -2% | -6% | 12%[46 µM] | 1% | i | · | -1%
CCOC(=O)c1c(C)oc2c1c(C(c1cccnc1)N1CCOCC1)c(O)c1ccccc12 (configuration not stated) | 7.1µM* | 18µM* | -2% | ? | 7% | i | -15% | ?
CCOC(=O)Cn1c(CN2CCN(C(c3ccccc3)c3ccccc3)CC2)nc2c1c(=O)n(C)c(=O)n2C | -11% | -6% | -37%[inhibitor] | ? | 2% | -2% | -7% | -1%
CCOC(=O)c1c(NC(=O)Cn2cnc([N+](=O)[O-])n2)sc2c1CCC(C)C2 (configuration not stated) | -2% | 2% | 1% | 13%[0.0737 µM] | -4% | -8% | 0% | 2%
COC(=O)CCN(C(=O)c1ccc(C)c([N+](=O)[O-])c1)c1ccccn1 | ? | 2% | -9% | · | 5% | i | ? | 1%
CCOCCOC(=O)C1=C(C)N(C)C(=O)NC1c1cc(Cl)c(O)c(OCC)c1 (configuration not stated) | 2% | -19% | 0% | -6% | 1% | 7% | -2% | -1%
Cc1ccc2occ(/C=N/NC(N)=S)c(=O)c2c1 | ? | 1% | 19% | -12% | -1% | -8% | -2% | -5%
O=C(Nc1ccccc1)N1CCn2c(nc3ccccc32)C1 | 4% | -11% | -14% | 18% | -7% | -1% | -1% | 3%
CN1CCCCC1=NCCCn1cnc2c1c(=O)n(C)c(=O)n2C | -1% | 4% | 4% | 5% | 2% | -6% | 8% | -1%
Nc1nc(-c2ccc3c(c2)OCCO3)cs1 | ? | ? | 16µM* | -1% | -2% | i | 0% | -7%
Cn1nnnc1SCC(=O)Nc1ccc(Oc2ccccc2)cc1 | ? | -20% | -4% | 11% | 5% | -2% | -5% | 9%

Screening data deposited in PubChem BioAssay by National Center for Advancing Translational Sciences (NCATS).
